GLP1R inv ag: qHTS of GLP-1 Receptor Inverse Agonists (Inhibition Mode); Glucagon-like peptide 1 receptor (Homo sapiens), P43220; HEK293 GLP-1R CRE-luciferase, luminescence, 24 h; GLP-1R form is constitutively active; Potency, µM (highest dose often 38.3 µM), inactives show at the highest dose activity change, negative = inhibition, most hits filed as inhibitors; 410,000 compounds, 1.6% hits; AID 624417, 2012; note: potency is the fitted concentration of half-maximal effect; % is set by controls: 0 for no effect and ±100 for the full control effect; nearly all actives have a fitted effect of over 55% in size
Target sequence (P43220 whole entry, looked up): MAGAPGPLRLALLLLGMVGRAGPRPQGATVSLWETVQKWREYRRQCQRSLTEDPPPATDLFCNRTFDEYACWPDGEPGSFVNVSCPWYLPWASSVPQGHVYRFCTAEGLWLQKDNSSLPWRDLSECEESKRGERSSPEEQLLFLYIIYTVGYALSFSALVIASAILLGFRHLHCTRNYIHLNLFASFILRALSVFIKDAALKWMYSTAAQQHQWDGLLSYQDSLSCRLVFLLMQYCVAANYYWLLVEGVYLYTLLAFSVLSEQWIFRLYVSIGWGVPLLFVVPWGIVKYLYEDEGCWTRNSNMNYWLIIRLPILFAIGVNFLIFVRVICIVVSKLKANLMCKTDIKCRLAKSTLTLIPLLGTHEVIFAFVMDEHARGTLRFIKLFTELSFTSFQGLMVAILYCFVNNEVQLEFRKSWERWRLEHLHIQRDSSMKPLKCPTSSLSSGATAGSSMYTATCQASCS
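Using stably transfected HEK293 (constitutively active GLP-1R, cAMP-luciferase reporter), compounds were incubated 24 hr and luciferase measured by luminescence.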
KB-V1 cytotox: qHTS assay for MDR1-selective chemotherapeutics: Primary screen using the drug-selected MDR subline cells KB-V1; KB-V1 MDR cells viability, CellTiter-Glo, 72 h; 400,000 compounds, 3.4% hits; AID 1347076, 2019; Potency, µM (highest dose often 46.1 µM), for the others: at the top dose activity change, negative = cytotoxicity, most hits filed as cytotoxic; note: potency is the fitted concentration of half-maximal effect; % is set by controls: 0 for no effect and ±100 for the full control effect; nearly all actives have a fitted effect of over 60% in size
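Compound-treated KB-V1 multidrug-resistant cells, 72 h, 37 degrees C; viability by CellTiter-Glo. Fitted qHTS curves give the values.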
DRD3 antagonist: qHTS of D3 Dopamine Receptor Antagonist: qHTS. D(3) dopamine receptor (Homo sapiens), P35462. D3R cells, DiscoveRx beta-arrestin luminescence, antagonist mode; hits give low values. max response, negative = inhibition, %. 360,000 compounds, 2.5% hits. AID 652054, 2013; in the data active = max response below about -50%; inconclusive = no clear call, values can overlap the other calls; note: % is set by controls: 0 for no effect and ±100 for the full control effect; mostly tested at two doses, the higher about 12 µM
Target sequence (P35462 whole entry, looked up): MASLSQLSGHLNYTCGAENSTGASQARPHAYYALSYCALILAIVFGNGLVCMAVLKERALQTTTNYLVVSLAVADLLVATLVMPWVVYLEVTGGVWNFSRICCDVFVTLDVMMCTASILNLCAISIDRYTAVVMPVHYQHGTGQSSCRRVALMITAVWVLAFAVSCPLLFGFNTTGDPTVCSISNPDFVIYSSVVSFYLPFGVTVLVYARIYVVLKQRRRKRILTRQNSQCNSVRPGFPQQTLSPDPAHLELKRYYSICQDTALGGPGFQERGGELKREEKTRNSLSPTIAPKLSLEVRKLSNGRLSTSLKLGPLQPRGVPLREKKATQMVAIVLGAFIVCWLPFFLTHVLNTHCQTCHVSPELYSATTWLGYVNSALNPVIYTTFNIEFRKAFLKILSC
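Cells expressing the human receptor were seeded at 1500 cells/well, incubated overnight at 37 degrees C in 5% CO2, then exposed to library compounds with dopamine controls for 90 minutes at 37 degrees C before luminescent detection.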
TDP-43 yeast inh: qHTS of TDP-43 Inhibitors; TDP-43 expressing yeast growth rescue, BacTiter-Glo, 24 h; Potency, µM (highest dose often 46.1 µM), without a hit: top-dose growth rescue (activation), hits mostly activators; 410,000 compounds, 1.8% hits; note: potency is the fitted concentration of half-maximal effect; % of control where 0% means no effect; nearly all actives have a fitted effect of over 50% in size
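Galactose-induced TDP-43 yeast, OD600=0.02, compound pinned; 24 hr, 30 deg C; BacTiter-Glo luminescence for growth. Inhibitors of TDP-43 toxicity read as activators.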
PTHR1 agonist: qHTS for PTHR1 Agonists: Primary Screen. HEK293 GP2 PTHR1 cells, GloSensor cAMP luminescence, 1 h. AID 743266, 2014. 410,000 compounds, 0.075% hits. Potency, µM (doses to about 115 µM), for inactives: top-dose activation, usual class: activators. Parathyroid hormone/parathyroid hormone-related peptide receptor (Homo sapiens), Q03431; note: potency is the fitted concentration of half-maximal effect; nearly all actives have a fitted effect of over 55% in size; some results filed as inactive show a strong effect at the top dose; inactives centre near -15; many of its hits are not listed in these tables
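HEK-293-derived GP2 cells expressing PTHR1 and a GloSensor cAMP reporter, 3,000/well, plated overnight, given luciferin plus IBMX (each 0.5 mM as added) for 1 h at 37 °C, then compound for 1 h at 37 °C. Luminescence was read after 15 min at room temperature.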
HEK293 tox: qHTS of GLP-1 Receptor Inverse Agonists: Cytotox Screen | HEK293 cAMP-luciferase reporter cells, luminescence, 24 h | Potency, µM (top dose mostly 38.3 µM), for the others: top-dose activity change, negative = inhibition, usual class: inhibitors | 410,000 compounds, 0.13% hits | AID 624418, 2012;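 note: loss of luciferase light is scored as toxicity; potency is the fitted concentration of half-maximal effect; % is set by controls: 0 for no effect and ±100 for the full control effect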
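Luminescence readout: signal drop marks cytotoxicity. Plated cells grew 12 h at 37 °C, 5% CO2, received 23 nL compound for 24 h, then got luciferase reagent, read after 12 min at RT.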
GLP1R ag: qHTS of GLP-1 Receptor Agonists; AID 624172, 2012; 380,000 compounds, 0.007% hits; Potency, µM (top dose mostly 45.6 µM), for inactives: top-dose activation, most hits filed as activators; HEK293 GLP-1R CRE-luciferase, luminescence, 4-6 h; cells express a hypersensitive GLP-1R form; Glucagon-like peptide 1 receptor (Homo sapiens), P43220; note: potency is the fitted concentration of half-maximal effect; % of control where 0% means no effect
aSyn rescue: qHTS of alpha-syn Inhibitors | 370,000 compounds, 0.14% hits | Yeast expressing alpha-synuclein, growth rescue, BacTiter-Glo, 24 h | Potency, µM (top dose mostly 46.1 µM), for inactives: top-dose growth rescue (activation), usual class: activators; note: potency is the fitted concentration of half-maximal effect; % of control where 0% means no effect; nearly all actives have a fitted effect of over 65% in size
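Rescue of yeast growth: cells expressing toxic alpha-synuclein, induced in galactose at OD600 0.02, incubated with compound 24 h at 30 C. ATP luminescence quantified growth; inhibitors of toxicity appear as activators.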
D3 ag: qHTS of D3 Dopamine Receptor Agonist: qHTS; D3R DiscoveRx beta-arrestin cells, luminescence, 90 min; max activation, %; 410,000 compounds, 0.58% hits; in the data active = max activation above about 30%; note: 0% is about no effect; mostly tested at two doses, the higher about 12 µM
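Agonist-mode cell screen: cells plated at 1500/well and incubated overnight at 37 °C, then exposed to library compounds for 90 min at 37 °C. Detection reagent was added for 30–60 min at room temperature, and luminescence was read.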
* hit, by the source's call; [ ] = remark or other dose. Unless noted, calls come from the whole dose curve; as a rule, active = well fitted curve in the direction sought with a large enough effect; inconclusive = small, poorly fitted or top-dose-only effect, or another doubt; inactive = no such curve, though single readings can be large; an effect the other way counts as inactive or inconclusive.

A first look, 3 compounds:
What do the screens show for `Cc1ccc(C(C)C)c(OCC(=O)NCC2(N(C)C)CCCCC2)c1`?
GLP1R inv ag: inconclusive; KB-V1 cytotox: inconclusive; TDP-43 yeast inh: 9%; PTHR1 agonist: inactive; HEK293 tox: -7%; GLP1R ag: 0%; aSyn rescue: 3%; D3 ag: -8

What do the screens show for `Cc1ccnc(NC(=O)CNC(=O)c2ccc3ccccc3c2)c1`?
GLP1R inv ag: 14%; KB-V1 cytotox: 5%; DRD3 antagonist: 5; TDP-43 yeast inh: 6%; PTHR1 agonist: -2%; HEK293 tox: -17%; GLP1R ag: 6%; aSyn rescue: 4%; D3 ag: -12

What do the screens show for `Cc1ccccc1NC(=O)N1CCc2cc(S(=O)(=O)N3CCC(C)CC3)ccc21`?
GLP1R inv ag: 7%; TDP-43 yeast inh: 7%; PTHR1 agonist: inactive; HEK293 tox: 2%; D3 ag: 5

The list itself, previewed entries included:
What do the screens show for `Cc1ccc(C(C)C)c(OCC(=O)NCC2(N(C)C)CCCCC2)c1`?
GLP1R inv ag: inconclusive; KB-V1 cytotox: inconclusive; TDP-43 yeast inh: 9%; PTHR1 agonist: inactive; HEK293 tox: -7%; GLP1R ag: 0%; aSyn rescue: 3%; D3 ag: -8

What do the screens show for `Cc1ccnc(NC(=O)CNC(=O)c2ccc3ccccc3c2)c1`?
GLP1R inv ag: 14%; KB-V1 cytotox: 5%; DRD3 antagonist: 5; TDP-43 yeast inh: 6%; PTHR1 agonist: -2%; HEK293 tox: -17%; GLP1R ag: 6%; aSyn rescue: 4%; D3 ag: -12

What do the screens show for `Cc1ccccc1NC(=O)N1CCc2cc(S(=O)(=O)N3CCC(C)CC3)ccc21`?
GLP1R inv ag: 7%; TDP-43 yeast inh: 7%; PTHR1 agonist: inactive; HEK293 tox: 2%; D3 ag: 5

What do the screens show for `CCc1ccc(NS(=O)(=O)c2c(C(=O)N3CCOCC3)c(C)n(C)c2C)cc1`?
GLP1R inv ag: -10%; KB-V1 cytotox: -14%; DRD3 antagonist: -1; TDP-43 yeast inh: -5%; PTHR1 agonist: inactive; HEK293 tox: -5%; GLP1R ag: 14%; aSyn rescue: -7%; D3 ag: 0

What do the screens show for `COc1ccccc1CNC(=O)c1cccc(S(=O)(=O)N2CCCC2)c1`?
GLP1R inv ag: -4%; KB-V1 cytotox: -16%; DRD3 antagonist: -7; TDP-43 yeast inh: 7%; PTHR1 agonist: inactive; HEK293 tox: 9%; GLP1R ag: -9%; aSyn rescue: -1%; D3 ag: -13

What do the screens show for `CCOC(=O)C=C(OC(=O)c1ccc(OC)cc1)c1ccccc1`?
GLP1R inv ag: inconclusive; KB-V1 cytotox: inconclusive; DRD3 antagonist: -12; TDP-43 yeast inh: 13%; PTHR1 agonist: -45%[inhibitor]; HEK293 tox: -1%; GLP1R ag: 0%; aSyn rescue: -4%; D3 ag: 0

How did COC(=O)c1cccc(NC(=O)Nc2ccc(Cl)cc2)c1 do in these assays?
GLP1R inv ag: inconclusive; KB-V1 cytotox: inconclusive; DRD3 antagonist: 0; TDP-43 yeast inh: 10%; PTHR1 agonist: -34%[inhibitor]; HEK293 tox: -27%; GLP1R ag: 5%; aSyn rescue: 0%; D3 ag: -12

How did Cc1ccccc1S(=O)(=O)NC(=O)C1(C)CCN1C(=O)c1ccccc1CCc1ccccc1 (stereo unspecified) do in these assays?
GLP1R inv ag: inconclusive; KB-V1 cytotox: 1%; DRD3 antagonist: 13; TDP-43 yeast inh: 35µM*; PTHR1 agonist: inactive; HEK293 tox: 4%; GLP1R ag: -7%; aSyn rescue: -9%; D3 ag: 0

Results for Cc1ccccc1CNC(=O)c1sc2ncnc(N(C)C3CCCCC3)c2c1C ?
GLP1R inv ag: 10%; KB-V1 cytotox: inconclusive; TDP-43 yeast inh: 19%[9.22 µM]; PTHR1 agonist: -28%; HEK293 tox: -10%; D3 ag: -9

How did O=C(NC1CCCCCC1)c1ccc2c(=O)n3c(nc2c1)CCCCC3 do in these assays?
GLP1R inv ag: inconclusive; KB-V1 cytotox: -25%; DRD3 antagonist: 10; TDP-43 yeast inh: 16%; PTHR1 agonist: -19%; HEK293 tox: -17%; GLP1R ag: 15%; aSyn rescue: 7%; D3 ag: -3

Results for CCN(CC(=O)NCCc1ccccc1)S(=O)(=O)c1ccc(Br)cc1 ?
GLP1R inv ag: inconclusive; KB-V1 cytotox: -18%; DRD3 antagonist: -13; TDP-43 yeast inh: -3%; PTHR1 agonist: -10%[57.5 µM]; HEK293 tox: 4%; GLP1R ag: 0%; aSyn rescue: 11%; D3 ag: -9

Results for COc1ccc(-c2[nH]ncc2CN(C)Cc2nonc2C)c(OC)c1 ?
GLP1R inv ag: 8%; KB-V1 cytotox: -1%; DRD3 antagonist: 65; TDP-43 yeast inh: -4%; PTHR1 agonist: 3%; HEK293 tox: -19%; GLP1R ag: -7%; aSyn rescue: -6%; D3 ag: -6

Results for NC(=O)CCN1CCC(c2nc3ccccc3s2)CC1 ?
GLP1R inv ag: -20%; KB-V1 cytotox: inconclusive; DRD3 antagonist: inconclusive; TDP-43 yeast inh: -6%; PTHR1 agonist: inactive; HEK293 tox: -8%; GLP1R ag: 0%; aSyn rescue: 0%; D3 ag: -5

What do the screens show for `Clc1cccc(N/N=C/c2ccc(N3CCOCC3)s2)c1`?
GLP1R inv ag: 2.8µM*; KB-V1 cytotox: inconclusive; DRD3 antagonist: 4; TDP-43 yeast inh: -5%; PTHR1 agonist: -24%; HEK293 tox: inconclusive; GLP1R ag: 2%; aSyn rescue: 13%; D3 ag: -6

How did CCN(CC)C(=O)c1sc(NC(=O)c2ccc(C)c([N+](=O)[O-])c2)c(C#N)c1C do in these assays?
GLP1R inv ag: 4%; KB-V1 cytotox: 3%; DRD3 antagonist: 17; TDP-43 yeast inh: 6%; PTHR1 agonist: -21%; HEK293 tox: -19%; GLP1R ag: -18%; aSyn rescue: -1%; D3 ag: 6

Results for COc1ccc(C(=O)/C=C/c2cn(CC(O)CN3CCOCC3)c3ccccc23)cc1 (stereo unspecified) ?
GLP1R inv ag: inconclusive; KB-V1 cytotox: -9%; DRD3 antagonist: 10; TDP-43 yeast inh: inconclusive; PTHR1 agonist: -49%[inhibitor]; HEK293 tox: 96%[activator]; GLP1R ag: 0%; aSyn rescue: 0%; D3 ag: -4

What do the screens show for `CCCC(=O)N1CCC1(C)C(=O)Nc1cccc(F)c1` (stereo unspecified)?
GLP1R inv ag: 22%; KB-V1 cytotox: 1%; DRD3 antagonist: 20; TDP-43 yeast inh: 12%; PTHR1 agonist: -2%; HEK293 tox: 2%; GLP1R ag: -6%; aSyn rescue: 2%; D3 ag: 0

How did COc1cc(/C=C/C(=O)OCC(=O)N2CCc3ccccc3C2)ccc1O do in these assays?
GLP1R inv ag: -24%; KB-V1 cytotox: inconclusive; DRD3 antagonist: 0; TDP-43 yeast inh: -6%; PTHR1 agonist: inactive; HEK293 tox: -4%; GLP1R ag: 11%; aSyn rescue: 1%; D3 ag: 1

What do the screens show for `COC1(NC(=O)c2ccccc2)C(C)=CC(=O)C=C1C`?
GLP1R inv ag: -6%; KB-V1 cytotox: 13%; DRD3 antagonist: 3; TDP-43 yeast inh: -23%; PTHR1 agonist: -5%; HEK293 tox: -1%; GLP1R ag: 11%; aSyn rescue: 2%; D3 ag: -2

How did COc1ccccc1C1CC(c2ccccc2)=NN1S(=O)(=O)c1ccccc1 (stereo unspecified) do in these assays?
GLP1R inv ag: inconclusive; KB-V1 cytotox: -22%; DRD3 antagonist: -16; TDP-43 yeast inh: -3%; PTHR1 agonist: -80%[inhibitor]; HEK293 tox: 7%; GLP1R ag: 2%; aSyn rescue: -11%; D3 ag: 0

How did O=C(Cc1cccs1)NC1CC(=O)N(c2cccc(F)c2)C1 (stereo unspecified) do in these assays?
GLP1R inv ag: 1%; TDP-43 yeast inh: 15%; PTHR1 agonist: inactive; HEK293 tox: 0%; D3 ag: 7

What do the screens show for `CCn1c(C)nc2cc(C(=O)NN=Cc3ccccc3OC(F)F)ccc21`?
GLP1R inv ag: 4%; DRD3 antagonist: -13; TDP-43 yeast inh: -5%; PTHR1 agonist: -2%; HEK293 tox: -6%; GLP1R ag: 0%; aSyn rescue: 2%; D3 ag: 5

What do the screens show for `COc1ccc(C(O)(C(=O)NNc2ccc(C)cc2)c2cccs2)cc1` (stereo unspecified)?
GLP1R inv ag: 2.5µM*; KB-V1 cytotox: 10%; DRD3 antagonist: -18; TDP-43 yeast inh: 6%; PTHR1 agonist: -15%; HEK293 tox: 18%; GLP1R ag: -5%; aSyn rescue: 21%; D3 ag: -11

How did CC(C)CN1C(=O)C(=O)N(CC(=O)N2CCN(c3ccccc3)CC2)C1=O do in these assays?
GLP1R inv ag: 18%; KB-V1 cytotox: 21%; DRD3 antagonist: 11; TDP-43 yeast inh: 15%; PTHR1 agonist: inactive; HEK293 tox: 14%; GLP1R ag: -6%; aSyn rescue: 0%; D3 ag: 2

What do the screens show for `Cc1ccccc1-n1c(=S)[nH]c2nc3c(cc2c1=O)CCCC3`?
GLP1R inv ag: 22%; KB-V1 cytotox: -10%; DRD3 antagonist: 3; TDP-43 yeast inh: -6%; PTHR1 agonist: inactive; HEK293 tox: 11%; GLP1R ag: 1%; aSyn rescue: -10%; D3 ag: -2

This is a subset. The share of hits here may be higher or lower than overall.
